CXXC DNA block = inhibitors of human MLL CXXC domain-DNA interaction; Q03164; 290,000 tested, 0.037% active; MLL-CXXC / FITC-HOXA9 DNA fluorescence polarization; Potency, µM (top dose mostly 115 µM), for inactives: top-dose activity change, negative = inhibition, hits mostly inhibitors; AID 2662; active means well fitted inhibition curve with a large enough effect in the polarisation, with a control signal flat, not every such curve was filed as active; inconclusive means small, poorly fitted or top-dose-only effect, or effect the other way, or a change in a side signal; inactive means no such curve, though single readings can be large or run the other way; the % refers to the polarisation; further: potency means the concentration at half of the fitted maximal effect
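Fluorescence polarization: 7 uM MLL-CXXC (stock) preincubated 5 min with compounds, then 50 nM fluorescein-HOX-A9 DNA (stock) added; 30 min ambient. Buffer 50 mM Tris-HCl pH 7.5, 50 mM NaCl, 1 mM DTT, 0.05% BSA.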
Menin-MLL TR inh = displaces Texas Red mutant MLL peptide from human menin; 270,000 tested, 0.23% active; Potency, µM (series often up to 61.6 µM), for inactives: at the highest dose FP activity change, negative = inhibition, hits mostly inhibitors; O00255; Menin + Texas Red MLL mutant peptide, fluorescence polarization; active means well fitted inhibition curve with a large enough effect in the polarisation, with a control signal flat, not every such curve was filed as active; inconclusive means small, poorly fitted or top-dose-only effect, or effect the other way, or a change in a side signal; inactive means no such curve, though single readings can be large or run the other way; the % refers to the polarisation; further: potency means the concentration at half of the fitted maximal effect; % of control where 0% means no effect; many of its hits are not listed in these tables
FBPA coupling cs = inhibits coupling enzyme system, counter-screen for aldolase hits | coupling enzyme system counterscreen, AmpLite Red fluorescence | activity change, negative = inhibition, % at 58.2 µM, hits read low | 290,000 tested, 0.67% active | AID 2472; in the data active means activity change below about -30%; further: on the % scale 0 is the no-effect control and ±100 the full control effect
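Coupling enzymes only (glyceraldehyde-3-phosphate) + compound, at 57.5 uM final, 10 min RT; add substrate/coupling/AmpLite Red mix, 20 min RT; fluorescence ex 525/em 598 nm. Actives flag coupling-system interference.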
Giardia killer = Giardia lamblia killing; activity change, % at 7.66 µM, hits read low; Giardia lamblia trophozoite viability; 340,000 tested, 0.15% active; in the data active means activity change below about -80%; inconclusive means between about -30% and that limit;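 further: parasites exposed to compound for two days anaerobically before the ATP read; on the % scale 0 is the no-effect control and ±100 the full control effect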
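Viability, read as ATP luminescence: trophozoites at 100 cells/well, compound added, 48 hrs anaerobic at 37 deg C, then 15-30 min room-temperature development before reading.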
USP2a block = blocks human ubiquitin-specific protease USP2a; USP2 core, Ub-CHOP2 coupled fluorogenic reporter, 485/531; Potency, µM (titrated, usually from 38.3 µM), without a hit: top-dose activity change, negative = inhibition, hits mostly inhibitors; O75604; 330,000 tested, 0.01% active;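 further: potency means the concentration at half of the fitted maximal effect; plate controls were DMSO wells for no effect and full inhibition by NEM control for full effect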
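Deubiquitinase activity read as fluorescence (485/531 nm) after Ub-CHOP2 cleavage activates the enterokinase reporter on its substrate; USP2 core 10nM, Ub-CHOP2 and substrate 25nM each, 30min compound preincubation then 60min RT; data normalized to NEM, curves fitted.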
GALK inh = blocks human galactokinase activity; P51570; Potency, µM (top dose mostly 57.5 µM), inactives show top-dose activity change, negative = inhibition, hits mostly inhibitors; Purified GALK, Kinase-Glo residual ATP luminescence; AID 1868; 270,000 tested, 0.007% active; further: potency means the concentration at half of the fitted maximal effect; on the % scale 0 is the no-effect control and ±100 the full control effect
Target sequence (P51570 whole entry, looked up): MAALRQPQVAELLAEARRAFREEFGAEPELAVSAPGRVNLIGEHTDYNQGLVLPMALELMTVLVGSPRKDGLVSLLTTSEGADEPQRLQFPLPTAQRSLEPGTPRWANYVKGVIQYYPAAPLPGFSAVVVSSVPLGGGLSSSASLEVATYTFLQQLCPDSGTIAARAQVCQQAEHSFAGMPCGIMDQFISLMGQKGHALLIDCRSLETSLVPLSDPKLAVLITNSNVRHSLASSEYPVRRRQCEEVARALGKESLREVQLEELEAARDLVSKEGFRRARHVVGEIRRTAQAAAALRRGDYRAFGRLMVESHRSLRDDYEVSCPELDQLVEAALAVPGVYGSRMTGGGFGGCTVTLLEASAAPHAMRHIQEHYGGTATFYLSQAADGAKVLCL
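Galactose (100 uM) and ATP (35 uM) were turned over by 5 nM GALK for 1 h at RT. Kinase-Glo Plus then converted the remaining ATP into a luminescent signal.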
hERG WT inh = blocks the wildtype human KCNH2 potassium channel; U2OS, BacMam KCNH2, thallium flux FluxOr; active compounds read low; activity change, % at 1.84 µM; 340,000 tested, 0.37% active; AID 720551;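 active means maximum activity change below -70%; inconclusive means maximum activity change between -70% and -50%; inactive means maximum activity change above -50%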; further: on the % scale 0 is the no-effect control and ±100 the full control effect
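U2OS cells transduced with wild-type KCNH2 virus are loaded with FluxOr dye for 45 min, and thallium flux is measured in kinetic reads before and after stimulation buffer. Rate constants are normalized to DMSO controls.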
PKM2 act = PKM2 (human) enzyme activation; purified PKM2, Kinase-Glo ATP luminescence, activation; response scale: 0% is enzyme alone, no compound; 260,000 tested, 0.34% active; P14618; Potency, µM (series often up to 57.5 µM), inactives show at the top dose activation, usual class: activators; further: potency means the concentration at half of the fitted maximal effect; on the % scale 0 is the no-effect control and ±100 the full control effect; nearly all actives have a fitted effect of over 55% in size
Target sequence (P14618 whole entry, looked up): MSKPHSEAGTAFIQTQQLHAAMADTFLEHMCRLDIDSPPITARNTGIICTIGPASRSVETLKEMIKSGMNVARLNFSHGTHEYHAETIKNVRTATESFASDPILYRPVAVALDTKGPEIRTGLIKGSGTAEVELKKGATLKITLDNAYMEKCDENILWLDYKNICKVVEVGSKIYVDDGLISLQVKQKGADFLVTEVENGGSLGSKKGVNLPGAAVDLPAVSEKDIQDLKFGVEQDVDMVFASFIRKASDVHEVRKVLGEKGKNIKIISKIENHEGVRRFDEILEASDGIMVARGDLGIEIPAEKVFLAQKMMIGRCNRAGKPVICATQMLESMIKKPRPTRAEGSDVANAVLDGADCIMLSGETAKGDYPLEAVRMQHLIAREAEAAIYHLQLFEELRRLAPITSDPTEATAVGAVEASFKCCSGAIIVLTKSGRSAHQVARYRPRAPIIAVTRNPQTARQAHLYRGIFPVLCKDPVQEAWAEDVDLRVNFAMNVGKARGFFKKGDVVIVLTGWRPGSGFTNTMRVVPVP
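Purified hPK-M2 (>95% pure) converted ADP (0.1 mM final) to ATP with 0.5 mM PEP in 50 mM imidazole pH7.2, KCl, MgCl2, Tween 20, BSA; 1 h at room temperature. ATP detected by Kinase-Glo luminescence.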
B2AR arrestin = beta2AR (human) beta-arrestin recruitment activity; P07550; beta-arrestin recruitment to beta2AR, cell-based reporter; Potency, µM (titrated, usually from 46.1 µM), inactives show top-dose activation, actives largely listed as activators; 330,000 tested, 0.02% active;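 further: potency means the concentration at half of the fitted maximal effect; 0% = DMSO controls and full agonism = EC100 isoproterenol or metaproterenol; nearly all actives have a fitted effect of over 65% in size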
KCNH2 3.1 inh = KCNH2 3.1 (human) potassium channel inhibition; AID 720553; activity change, % (tested at about 1.8 µM); U2OS KCNH2 3.1, thallium flux FluxOr; active compounds read low; 340,000 tested, 0.95% active;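 active means maximum activity change below -70%; inconclusive means maximum activity change from -70% to -50%; inactive means maximum activity change above -50%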;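 further: thallium influx rate constant from kinetic fluorescence after stimulation buffer; on the % scale 0 is the no-effect control and ±100 the full control effect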
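Thallium flux via FluxOr fluorescence (Red40 quencher, 45 min loading) in U2OS cells virally expressing the KCNH2 3.1 isoform (1.77 x 10^8 /mL virus, overnight at 37 C). Rate constants from 2-min kinetic reads post-stimulation, normalised to positive and negative controls.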
TRPV1 agonist = activates the human vanilloid receptor TRPV1. Q8NER1. TRPV1-expressing cells, Fluo-8 calcium influx, agonist mode. activation, % at 8.33 µM. 320,000 tested, 0.19% active. AID 540275; in the data active means activation above about 80%; inconclusive means between about 30% and that limit; further: 0% is about no effect
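Fluo-8 calcium influx in TRPV1-expressing cells, kinetic read (ex 480/em 520 nm). Compound added and read 3 min for agonist activity, followed by capsaicin at EC20 final and 2 min further read for enhancement.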
Numbers without * were called inactive; [ ] = dose if it differs, or a comment. Unless noted, the call rests on the fitted dose curve; in most records, active means well fitted curve in the direction sought with a large enough effect; inconclusive means small, poorly fitted or top-dose-only effect, or another doubt; inactive means no such curve, though single readings can be large; an effect the other way counts as inactive or inconclusive. An excerpt (hit frequency here may not be typical).

What do the screens show for `Cc1cc(C)c(C)c(S(=O)(=O)NC2CCCCC2)c1C`?
CXXC DNA block: -7%; Giardia killer: 11; USP2a block: 3%; GALK inh: -3%; hERG WT inh: -7; PKM2 act: -3%; B2AR arrestin: -1.0%; KCNH2 3.1 inh: 1; TRPV1 agonist: 8

Results for CC(C)N1CCN(Cc2ccc(-c3ccccc3Cl)o2)CC1CCO (stereo not given) ?
CXXC DNA block: -4%; Menin-MLL TR inh: -8%; FBPA coupling cs: 3; Giardia killer: 24; USP2a block: 3%; GALK inh: -3%; PKM2 act: 3%; B2AR arrestin: -0.8%; KCNH2 3.1 inh: 2; TRPV1 agonist: 1

Results for O=C(CN1CCN(S(=O)(=O)c2ccccc2)CC1)NC(=O)NCc1ccccc1 ?
CXXC DNA block: 24%; Menin-MLL TR inh: inconclusive; FBPA coupling cs: 3; Giardia killer: 8; USP2a block: 2%; GALK inh: -1%; hERG WT inh: 3; PKM2 act: -1%; B2AR arrestin: -0.3%; KCNH2 3.1 inh: -6; TRPV1 agonist: 3

Results for CC1CCCC(C)N1C(=O)CN1c2cccc3cccc(c23)S1(=O)=O (stereo not given) ?
Giardia killer: -19; USP2a block: 2%; hERG WT inh: -11; B2AR arrestin: -0.4%; KCNH2 3.1 inh: -2

Results for CC1CCN(C(=O)CNC(=O)c2ccc(Cl)cc2Cl)CC1 ?
CXXC DNA block: 1%; Menin-MLL TR inh: 1%; FBPA coupling cs: 1; Giardia killer: -1; USP2a block: 4%; GALK inh: -3%; hERG WT inh: 4; PKM2 act: -5%; B2AR arrestin: 0.3%; KCNH2 3.1 inh: 17; TRPV1 agonist: 3

What do the screens show for `O=C1C(=O)N(c2ccccc2)c2ccccc21`?
CXXC DNA block: 3%; Menin-MLL TR inh: -18%; FBPA coupling cs: -12; Giardia killer: -20; USP2a block: -1%; GALK inh: -8%; hERG WT inh: 3; PKM2 act: 1%; B2AR arrestin: -0.1%; KCNH2 3.1 inh: 21; TRPV1 agonist: -4

What do the screens show for `Cn1c(=NC(=O)CS(=O)(=O)c2ccccc2)sc2ccccc21`?
Giardia killer: 1; USP2a block: -1%; hERG WT inh: 2; B2AR arrestin: 0.1%; KCNH2 3.1 inh: -4; TRPV1 agonist: -1

Results for COC(=O)N/N=C/c1cc([N+](=O)[O-])cc(Br)c1O ?
CXXC DNA block: 15%; Menin-MLL TR inh: 9%; FBPA coupling cs: 2; Giardia killer: 10; USP2a block: 1%; GALK inh: 1%; hERG WT inh: -13; PKM2 act: -5%; B2AR arrestin: 0.1%; KCNH2 3.1 inh: -1; TRPV1 agonist: 1

What do the screens show for `CCN(C(=O)C1=COCCO1)c1nc2c(C)cccc2s1`?
Giardia killer: 19; USP2a block: 2%; hERG WT inh: -8; B2AR arrestin: 0.0%; KCNH2 3.1 inh: 5; TRPV1 agonist: -2

How did Cn1nc(C(F)(F)F)c(CO)c1Sc1ccc(F)cc1 do in these assays?
CXXC DNA block: -13%; Menin-MLL TR inh: 6%; FBPA coupling cs: -1; Giardia killer: 19; USP2a block: 1%; GALK inh: 0%; hERG WT inh: -2; PKM2 act: 1%; B2AR arrestin: 0.0%; KCNH2 3.1 inh: -1; TRPV1 agonist: 7

Results for CC1CCCC(C)N1C(=O)c1cccc2c1-c1ccccc1/C2=N/O (stereo not given) ?
CXXC DNA block: 15%; Menin-MLL TR inh: 12%; FBPA coupling cs: 10; Giardia killer: 1; USP2a block: 3%; GALK inh: 4%; hERG WT inh: 0; PKM2 act: inconclusive; B2AR arrestin: -0.6%; KCNH2 3.1 inh: 2; TRPV1 agonist: 1

How did Cc1ccc(SCc2ccc(C(=O)Nc3ccccc3C(=O)NC(C)C)cc2)cc1 do in these assays?
CXXC DNA block: 13%; Menin-MLL TR inh: 39%[activator]; FBPA coupling cs: 0; Giardia killer: 10; USP2a block: 2%; GALK inh: 0%; hERG WT inh: -3; PKM2 act: -4%; B2AR arrestin: -0.1%; KCNH2 3.1 inh: -37; TRPV1 agonist: -5

What do the screens show for `Cc1cc(C)cc(NC(=O)N2CCN(S(C)(=O)=O)CC2)c1`?
CXXC DNA block: 3%; Menin-MLL TR inh: 5%; FBPA coupling cs: 2; Giardia killer: -4; USP2a block: 0%; GALK inh: 1%; hERG WT inh: 10; PKM2 act: -29%; B2AR arrestin: -0.2%; KCNH2 3.1 inh: 26; TRPV1 agonist: 15

How did CCCc1nc2oc3c(=O)[nH]cnc3c2c2c1COC(C)(C)C2 do in these assays?
CXXC DNA block: -2%; FBPA coupling cs: -1; Giardia killer: -4; USP2a block: -1%; GALK inh: 0%; hERG WT inh: 2; PKM2 act: 0%; B2AR arrestin: 0.7%; KCNH2 3.1 inh: -14; TRPV1 agonist: 0

How did Cc1ccc(CNc2ncnc3cc(Cl)ccc23)cc1 do in these assays?
CXXC DNA block: 10%; Menin-MLL TR inh: -11%; FBPA coupling cs: -3; Giardia killer: -7; USP2a block: 2%; GALK inh: -2%; hERG WT inh: 2; B2AR arrestin: -1.0%; KCNH2 3.1 inh: 0; TRPV1 agonist: inconclusive

How did O=C(NC1CC1)C(=O)c1c(-c2ccccc2)[nH]c2ccccc12 do in these assays?
CXXC DNA block: 14%; Menin-MLL TR inh: -8%; FBPA coupling cs: 2; Giardia killer: 15; USP2a block: 1%; hERG WT inh: 4; PKM2 act: 0%; B2AR arrestin: -0.7%; KCNH2 3.1 inh: 0; TRPV1 agonist: 1

Results for O=C(N/N=C/c1cccc(Cl)c1)c1c(O)c2c([nH]c1=O)CCCC2 ?
CXXC DNA block: -15%; FBPA coupling cs: -1; Giardia killer: 7; USP2a block: 2%; GALK inh: -2%; hERG WT inh: 0; PKM2 act: -2%; B2AR arrestin: 6.4%; KCNH2 3.1 inh: -1; TRPV1 agonist: 8

Results for O=C1C=C(Nc2cccc(Cl)c2)CC(c2ccco2)C1 (stereo not given) ?
CXXC DNA block: -17%; Menin-MLL TR inh: -8%; FBPA coupling cs: 4; Giardia killer: 26; USP2a block: 5%; GALK inh: -2%; hERG WT inh: 13; PKM2 act: 1%; B2AR arrestin: 3.8%; KCNH2 3.1 inh: 12; TRPV1 agonist: inconclusive

What do the screens show for `COc1ccc(-c2[nH]ncc2CN2CCC(N3CCSCC3)CC2)c(F)c1`?
CXXC DNA block: -14%; Menin-MLL TR inh: 10%; FBPA coupling cs: 2; Giardia killer: 16; USP2a block: 1%; GALK inh: 3%; hERG WT inh: -1; PKM2 act: -3%; B2AR arrestin: -0.2%; KCNH2 3.1 inh: 17; TRPV1 agonist: 0

What do the screens show for `CCCN(CC(=O)Nc1cc(Cl)cc(Cl)c1)CC(=O)Nc1ccc(F)c(F)c1F`?
CXXC DNA block: 12%; Menin-MLL TR inh: 25%; FBPA coupling cs: -8; Giardia killer: 2; USP2a block: -10%; GALK inh: 1%; hERG WT inh: -15; PKM2 act: -14%; B2AR arrestin: -0.6%; KCNH2 3.1 inh: 13; TRPV1 agonist: 6

What do the screens show for `Cc1nc2nc(C)c(CCC(=O)N3CCOCC3)c(C)n2n1`?
CXXC DNA block: -2%; Menin-MLL TR inh: inconclusive; FBPA coupling cs: 1; Giardia killer: -14; USP2a block: 0%; GALK inh: 0%; hERG WT inh: 6; PKM2 act: 6%; B2AR arrestin: -0.1%; KCNH2 3.1 inh: -17; TRPV1 agonist: -1

How did COc1ccc(/C=C/c2nnc(NC(=O)CC(C)C)s2)cc1 do in these assays?
CXXC DNA block: 2%; FBPA coupling cs: 1; Giardia killer: 1; USP2a block: 2%; GALK inh: 0%; hERG WT inh: -3; PKM2 act: 2%; B2AR arrestin: 0.5%; KCNH2 3.1 inh: 0; TRPV1 agonist: 5

How did Cc1ccc([N+](=O)[O-])cc1NC(=O)c1ccc(C(C)(C)C)cc1 do in these assays?
CXXC DNA block: 1%; Menin-MLL TR inh: 27%; FBPA coupling cs: -14; Giardia killer: -2; USP2a block: -2%; GALK inh: 5%; hERG WT inh: -17; PKM2 act: 1%; B2AR arrestin: 0.3%; KCNH2 3.1 inh: 12; TRPV1 agonist: inconclusive

How did O=C(O)c1cccnc1Br do in these assays?
CXXC DNA block: 18%; Menin-MLL TR inh: 7%; FBPA coupling cs: 0; Giardia killer: -3; USP2a block: 2%; GALK inh: 1%; hERG WT inh: -20; PKM2 act: -1%; B2AR arrestin: 0.4%; KCNH2 3.1 inh: 21; TRPV1 agonist: -1

How did Clc1cc(Cl)c(Cl)c(Cl)c1Cl do in these assays?
Giardia killer: 11; USP2a block: -2%; hERG WT inh: 1; B2AR arrestin: -0.8%; KCNH2 3.1 inh: -3; TRPV1 agonist: -3
